Bioassay records: PubChem BioAssay, National Center for Advancing Translational Sciences (NCATS)
KB-3-1 cytotox: KB-3-1 parental cell cytotoxicity | KB-3-1 viability, CellTiter-Glo ATP luminescence, 72 h | Potency, µM (titrated, usually from 46.1 µM), without a hit: at the top dose activity change, negative = cytotoxic, hits mostly cytotoxic | 400,000 compounds, 1.4% hits; also: potency is read from the fitted curve at half-maximal effect; % is scaled to controls: 0 for no effect and ±100 for the full control effect; nearly all actives have a fitted effect of over 60% in size
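Multi-concentration cytotoxicity screen in KB-3-1 cells grown in DMEM lacking phenol red with 10% FBS. After 72 h at 37 °C with compound, ATP-dependent luminescence was recorded.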
IL1B secr inh: inhibitors of inflammasome signaling (IL-1 beta secretion) | THP-1 LPS/ATP IL-1B secretion, AlphaLISA, 16 h; hits give low values | activity change, % at 57.5 µM | 360,000 compounds, 4.7% hits | AID 743279; in the data active = activity change below about -50%; inconclusive = mostly about -30% to -49%; also: % is scaled to controls: 0 for no effect and ±100 for the full control effect
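THP-1 cells pretreated 1 hr with compounds (up to 57.5 uM final), then stimulated with LPS (250 ng/mL final) plus ATP (1.25 mM final); secreted IL-1B measured by AlphaLISA after 16 hr, decreased signal indicating inhibition.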
GLP1R ag: activates the human GLP-1 receptor | P43220 | HEK293 GLP-1R CRE-luciferase, luminescence, 4-6 h; cells express a hypersensitive GLP-1R form | Potency, µM (titrated, usually from 45.6 µM), inactives show at the highest dose activation, actives largely listed as activators | 380,000 compounds, 0.007% hits; also: potency is read from the fitted curve at half-maximal effect; % of control where 0% means no effect
Target sequence (P43220 whole entry, looked up): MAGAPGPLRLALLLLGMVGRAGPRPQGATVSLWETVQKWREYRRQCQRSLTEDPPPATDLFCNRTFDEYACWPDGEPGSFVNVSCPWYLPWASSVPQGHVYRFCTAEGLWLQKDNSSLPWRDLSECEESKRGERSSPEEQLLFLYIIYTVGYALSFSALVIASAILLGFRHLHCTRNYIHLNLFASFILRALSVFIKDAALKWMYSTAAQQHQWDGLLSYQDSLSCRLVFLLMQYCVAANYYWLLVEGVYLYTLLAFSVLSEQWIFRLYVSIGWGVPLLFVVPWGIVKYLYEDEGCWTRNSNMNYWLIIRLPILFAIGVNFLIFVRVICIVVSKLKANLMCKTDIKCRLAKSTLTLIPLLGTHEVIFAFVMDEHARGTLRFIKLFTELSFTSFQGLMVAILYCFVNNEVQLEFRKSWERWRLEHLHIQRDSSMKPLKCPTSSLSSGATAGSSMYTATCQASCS
KB-V1 cytotox: KB-V1 MDR subline cytotoxicity. KB-V1 MDR cells viability, CellTiter-Glo, 72 h. Potency, µM (top dose mostly 46.1 µM), for the others: top-dose activity change, negative = cytotoxicity, actives largely listed as cytotoxic. 400,000 compounds, 3.4% hits. AID 1347076; also: potency is read from the fitted curve at half-maximal effect; % is scaled to controls: 0 for no effect and ±100 for the full control effect; nearly all actives have a fitted effect of over 60% in size
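Potencies derive from concentration-effect curves fitted to normalized luminescence (CellTiter-Glo) of KB-V1 cells treated for 72 h at 37 degrees C in phenol-red-free DMEM containing 10% FBS.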
SW480 rerep: DNA re-replication induction in SW480 cells | 340,000 compounds, 1.8% hits | SW480 DNA re-replication, Hoechst DNA content imaging, 48 h | Potency, µM (doses to about 46.1 µM), inactives show top-dose re-replication activation, usual class: activators; also: potency is read from the fitted curve at half-maximal effect; % of control where 0% means no effect; nearly all actives have a fitted effect of over 55% in size
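Hoechst fluorescence of nuclei (405 nm excitation, 500-530 nm emission) measured by plate-scanning imager after 48 hr compound exposure at 37 C; re-replication scored as increased number of nuclei with elevated intensity.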
DRD3 agonist: agonists of human D3 dopamine receptor. P35462. D3R DiscoveRx beta-arrestin cells, luminescence, 90 min. max activation, %. 410,000 compounds, 0.58% hits; in the data active = max activation above about 30%; also: 0% is about no effect; mostly tested at two doses, the higher about 12 µM
Target sequence (P35462 whole entry, looked up): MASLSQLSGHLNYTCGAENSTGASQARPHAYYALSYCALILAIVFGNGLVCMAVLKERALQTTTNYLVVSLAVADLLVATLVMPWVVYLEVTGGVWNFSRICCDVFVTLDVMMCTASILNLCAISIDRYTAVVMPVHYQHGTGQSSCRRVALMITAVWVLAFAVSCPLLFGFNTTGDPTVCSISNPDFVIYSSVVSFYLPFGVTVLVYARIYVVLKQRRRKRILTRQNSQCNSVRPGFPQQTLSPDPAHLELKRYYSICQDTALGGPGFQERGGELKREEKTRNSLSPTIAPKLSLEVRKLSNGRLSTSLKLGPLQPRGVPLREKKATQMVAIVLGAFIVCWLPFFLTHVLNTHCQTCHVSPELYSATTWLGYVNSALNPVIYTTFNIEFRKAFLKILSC
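Agonist-mode cell screen: cells plated at 1500/well and incubated overnight at 37 °C, then exposed to library compounds for 90 min at 37 °C. Detection reagent was added for 30–60 min at room temperature, and luminescence was read.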
DRD3 antagonist: antagonists of human D3 dopamine receptor. P35462. D3R cells, DiscoveRx beta-arrestin luminescence, antagonist mode; hits give low values. max response, negative = inhibition, %. 360,000 compounds, 2.5% hits. AID 652054; in the data active = max response below about -50%; inconclusive = no clear call, values can overlap the other calls; also: % is scaled to controls: 0 for no effect and ±100 for the full control effect; mostly tested at two doses, the higher about 12 µM
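Cells expressing the human receptor were seeded at 1500 cells/well, incubated overnight at 37 degrees C in 5% CO2, then exposed to library compounds with dopamine controls for 90 minutes at 37 degrees C before luminescent detection.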
HT1080-NT tox: kills 2HG-producing HT-1080-NT fibrosarcoma cells. HT-1080-NT fibrosarcoma viability, CellTiter-Glo ATP luminescence, 48 h. Potency, µM (top dose mostly 46.1 µM), without a hit: at the highest dose activity, negative = less viability, actives largely listed as cytotoxic. 360,000 compounds, 1.6% hits. AID 686970;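 also: NT is the 2HG producing partner of a matched IDH1 knockdown line; potency is read from the fitted curve at half-maximal effect; 0% = DMSO-treated cells and -100% = media-only wells without cells; nearly all actives have a fitted effect of over 55% in size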
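A 48-hour cytotoxicity screen used HT-1080-NT cells plated 2 hours before compound delivery. ATP-based CellTiter-Glo luminescence measured viability, normalized to DMSO and no-cell controls.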
HT1080 IDH1KD tx: toxicity to HT-1080 IDH1 knockdown cells (counter line) | Potency, µM (titrated, usually from 46.1 µM), for the others: at the highest dose activity, negative = toxicity, usual class: cytotoxic | 360,000 compounds, 2% hits | HT-1080 IDH1 knockdown viability, ATP luminescence, 48 h;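 also: potency is read from the fitted curve at half-maximal effect; 0% = DMSO wells and -100% = cell-free medium wells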
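Using the IDH1-knockdown HT-1080 line run in the same batch and compound series as the NT line, viability after 48 h at 37 °C was determined by CellTiter-Glo luminescence and expressed as % activity.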
Starred values were filed as active, the others as inactive; ? = inconclusive; nt = no result given; [ ] = dose if it differs, or a comment. Unless noted, calls follow the shape of the dose curve; as a rule, active = well fitted curve in the direction sought with a large enough effect; inconclusive = small, poorly fitted or top-dose-only effect, or another doubt; inactive = no such curve, though single readings can be large; an effect the other way counts as inactive or inconclusive. This is a subset; rates above refer to the full screens.

SMILES	KB-3-1 cytotox	IL1B secr inh	GLP1R ag	KB-V1 cytotox	SW480 rerep	DRD3 agonist	DRD3 antagonist	HT1080-NT tox	HT1080 IDH1KD tx
COC12CCC3(CC1C(C)(O)C(C)(C)C)[C@H]1Cc4ccc(OC5OC(C(=O)O)[C@@H](O)C(O)[C@H]5O)c5c4[C@@]3(CCN1CC1CC1)C2O5 (some centres undefined)	0%	-5	6%	1%	-19%	0	-6	2%	1%
c1ccc(-c2cc(-c3ccccc3)[n+](-c3ccccc3)c(-c3ccccc3)c2)cc1	4.6µM*	-102*	-10%	20%	-4%	1	8	3.7µM*	5.8µM*
O=C1NCN(c2ccccc2)C12CCN(C(c1ccccc1OC(F)(F)F)c1nnnn1Cc1ccccc1)CC2 (centres undefined)	-16%	0	0%	0%	nt	30*	92	9%	2%
Cc1ccc2[nH]c(C)c(CCNCc3cccnc3)c2c1	0%	3	3%	-21%	?	1	-13	-4%	0%
CC12CN3CC(C)(CN(C1)C3c1cccnc1)C2=O (centres undefined)	-2%	13	0%	?	-2%	2	16	26%	17%
Cc1cc(C)[n+](CCCC[n+]2c(C)cc(C)cc2C)c(C)c1	22%	32	-1%	-11%	-5%	1	-19	15%	6%
CN1CCc2cc3c(cc2[C@H]1[C@@H]1OC(=O)c2c1ccc1c2OCO1)OCO3	0%	7	6%	-17%	-3%	21	17	23%	4%
Cn1c(O)c(C(=NCCc2c[nH]c3ccccc23)c2ccccc2)c(=O)n(C)c1=O	-2%	24	1%	0%	-1%	2	2	4%	3%
c1ccc(C2(NC3=NCCO3)CCCCC2)cc1	-1%	?	-1%	-25%	nt	-3	3	-6%	-11%
COc1ccc(CCNCc2cc(OC)cc(OC)c2)cc1	7%	-51*	-1%	?	nt	0	3	-10%	-8%
CCn1c(O)c(C(=O)CC2NCCc3ccccc32)c(=O)n(CC)c1=S (centres undefined)	1%	-2	-1%	18%	2%	0	?	-1%	-18%
CN1CCCC2c3ccccc3CCC21 (centres undefined)	?	20	-3%	2%	nt	9	-17	8%	2%
CC[N+](C)(CC)CCCCOc1ccc2c(c1)C(=O)c1cc(OCCCC[N+](C)(CC)CC)ccc1-2	-20%	0	-7%	-3%	-14%	1	-15	-3%	-9%
CC(=O)OC1CCC2(/C=N/O)C(=CCC3C4CCC(=O)C4(C)CCC32)C1 (centres undefined)	-2%	-4	1%	0%	4%	0	25	-1%	0%
COC(=O)C1=C(c2cc3ccccc3s2)C[C@@H]2CC[C@H]1N2C(=O)N1CCC(O)CC1	?	10	5%	10%	1%	0	-6	20%	0%
C[C@@H]1C(=O)O[C@@H]2[C@H](O)C34[C@@H]5OC(=O)C3(O[C@H]3OC(=O)[C@H](O)C34[C@H](C(C)(C)C)[C@H]5O)[C@@]12O (some centres undefined)	11%	9	1%	0%	-2%	-18	-19	-1%	-5%
O=C1NC(=O)C(Sc2ccccc2[N+](=O)[O-])C(=O)N1	8%	-9	-3%	0%	-1%	1	-16	8%	3%
OCC(Cl)CCl (centres undefined)	0%	-6	5%	10%	-62%[inhibitor]	-7	-15	-7%	17%
CCOC(=O)CNC(=O)CNC(=O)C(Cc1ccc(N(CCCl)CCCl)cc1)NC(C)=O (centres undefined)	-5%	?	6%	0%	8%	2	-8	1%	-2%
CCC1CN2CCc3cc(OC)c(OC)cc3C2CC1CC1NCCc2c1[nH]c1ccc(O)cc21 (centres undefined)	0.41µM*	-101*	-13%	-19%	?	-7	1	0.41µM*	0.18µM*
CCC(C)(C)n1nnnc1C(c1cccs1)N1CC=C(c2ccc(F)cc2)CC1 (centres undefined)	4%	-67*	-1%	-11%	11%	-6	8	?	-9%
O=C1CC(N2CCC(n3c(=O)[nH]c4ccccc43)CC2)C(=O)N1Cc1ccccc1 (centres undefined)	-10%	-12	2%	?	-5%	1	-16	2%	0%
Cc1cc2c(cc1C)NP(=S)(c1ccccc1)N2	2%	-11	7%	-15%	5%	5	-23	-30%	?
Fc1ccc(CCNCc2cccc(Cl)c2)cc1	-7%	?	17%	0%	-2%	-29	-56*	?	2%[9.24 µM]
COC(=O)CC1=C(C(=O)OC)C2(C(=O)N(C)c3ccccc32)C(C#N)=C(N)O1 (centres undefined)	-6%	12	-10%	18%	-7%	0	-14	11%	15%
C=CCN1C(=O)C2(C(C(=O)OCC)=C(N)Oc3ccccc32)c2c1c1ccccc1oc2=O (centres undefined)	2%	22	11%	?	2%	-21	-5	-15%	1%
C=C1[C@@H](OC(C)=O)[C@]23C[C@@H]1[C@@H](OC(C)=O)CC2[C@]12C4C[C@H]3[C@H]1N(CC)C[C@]4(C)CC[C@@H]2O (some centres undefined)	0%	-12	-3%	-12%	5%	-6	-7	-2%	2%
COc1ccc(N2C(=O)/C(=C/c3cc(C)n(-c4ccc(C)cn4)c3C)C(=O)NC2=S)c(OC)c1	2%	?	1%	-4%	-68%[inhibitor]	3	-3	0%	8%
O=C(O)c1[nH]c(=O)[nH]c(=O)c1F	7.3µM*	33	0%	-27%	-6%	-12	-27	-12%	?
CCOCCc1c(O)[nH]c(=S)[nH]c1=O	?	-6	-2%	6%	-18%	13	-17	?	16%
COc1ccc(-c2coc3c(C(=O)Nc4cc(OC)c(OC)c(OC)c4)cccc23)c(C)c1	?	-22	-5%	13µM*	nt	17	108	?	?
O=C1COc2ccc(-c3csc(=Nc4ccc(OC(F)F)cc4)n3CC3CCCO3)cc2N1 (centres undefined)	?	-65*	-1%	2.9µM*	?	-19	-27	?	?
CCC(=NCc1cccnc1)c1c(O)n(-c2ccc(C)cc2)c(=O)[nH]c1=O	1%	2	0%	0%	-7%	3	18	8%	8%
CCC(c1nnnn1-c1ccc2c(c1)OCCO2)N1CCC2(CC1)C(=O)NCN2c1ccccc1 (centres undefined)	-1%	-18	28%	-17%	nt	-7	-51*	-23%	-21%
C=CCN1C(=O)NC(=O)/C(=C/c2cccn2C)C1=O	-3%	0	0%	4%	-6%	-4	0	-11%	-9%
COc1ccc(C(=O)C2CCCN(Cc3ccccn3)C2)c(OC)c1 (centres undefined)	-5%	10	3%	0%	-77%[inhibitor]	-7	-2	0%	-2%
O=P(C(c1c[nH]c2ccccc12)N1CCOCC1)(N1CCOCC1)N1CCOCC1 (centres undefined)	-2%	30	-8%	-2%	-11%	-3	3	7%	1%
O=C1Nc2ccccc2Sc2ccccc21	-1%	-13	20%	-11%	-5%	3	-1	-3%	0%
Cn1c(O)c(/C=C/C=Nc2ccccc2)c(=O)n(C)c1=S	14%	7	14%	-5%	-74%[inhibitor]	-1	0	-6%	1%
CC1(C)c2[nH]c3ccccc3c2C[C@@H]2C(=O)N(Cc3ccccc3F)C(=O)N21	?	nt	-4%	?	-3%	nt	nt	nt	nt
CCCCSc1nc2c(cnn2-c2ccccc2)c(=O)n1N	-15%	-51*	10%	?	-3%	2	1	1%	-16%
O=C1C2CCCC1C(N1CCCC1)CC2 (centres undefined)	-5%	-2	15%	?	4%	-5	-16	3%	-19%
COc1ccccc1-n1c(-c2ccccc2Cl)nc2ccccc2c1=O	-17%	0	1%	-1%	-2%	-3	31	1%	0%
COc1cc(C2C(C#N)=C(N)OC3=C2C(=O)CC(C)(C)C3)ccc1OC(=O)N1CCOCC1 (centres undefined)	28%	14	-2%	15%	1%	6	9	11%	?
CCCN1CCO[C@@H]2c3cc(O)ccc3OC[C@H]21	0%	10	3%	-1%	-6%	146*	28	7%	8%
Cc1ccc(/C=C2\C(=O)NC(=O)N(CCc3ccc(F)cc3)C2=O)s1	3%	-8	-18%	-3%	0%	6	-4	21%	15%
Cc1cc(C)cc(NC(=S)NC2CC3CCCC(C2)N3Cc2cccs2)c1 (centres undefined)	-9%	?	-2%	?	5%	-25	-82*	?	13µM*
CCOC(=O)Cn1cc(C(=O)c2ccccc2)c2ccccc21	3%	25	1%	-14%	-11%	-9	0	0%	2%

In another format: entries from further up.
Values in the order: KB-3-1 cytotox	IL1B secr inh	GLP1R ag	KB-V1 cytotox	SW480 rerep	DRD3 agonist	DRD3 antagonist	HT1080-NT tox	HT1080 IDH1KD tx
- CCOCCc1c(O)[nH]c(=S)[nH]c1=O
→ ?	-6	-2%	6%	-18%	13	-17	?	16%
- COc1ccc(-c2coc3c(C(=O)Nc4cc(OC)c(OC)c(OC)c4)cccc23)c(C)c1
→ ?	-22	-5%	13µM*	nt	17	108	?	?
- O=C1COc2ccc(-c3csc(=Nc4ccc(OC(F)F)cc4)n3CC3CCCO3)cc2N1 (centres undefined)
→ ?	-65*	-1%	2.9µM*	?	-19	-27	?	?

Next section.
SMILES	KB-3-1 cytotox	IL1B secr inh	GLP1R ag	KB-V1 cytotox	SW480 rerep	DRD3 agonist	DRD3 antagonist	HT1080-NT tox	HT1080 IDH1KD tx
CN(C)C(Cc1ccccc1)C(=O)c1ccccc1 (centres undefined)	26%	6	15%	16%	-2%	-7	7	-1%	-1%
COC(=O)C1=C(c2cccc(NC(C)=O)c2)C[C@@H]2CC[C@H]1N2C	22%	4	-2%	-1%	1%	-6	6	16%	12%
CC(C)N(Cc1ccco1)/N=C/c1c(O)n(Cc2ccccc2)c(=O)[nH]c1=O	-1%	6	9%	-20%	-24%	-16	-25	2%	-4%
O=[N+]([O-])c1ccc(N2CCNCC2)cc1NCc1ccco1	1%	31	2%	-21%	1%	16	-26	6%	2%
CCOC(=O)C1(CCOc2ccccc2)CCN(Cc2ccccc2OC)CC1	-7%	?	6%	-1%	13%	-20	?	?	-15%
Cc1ccc(N2C(=O)NC(=O)/C(=C\c3cc(C)n(-c4sc5c(c4C#N)CCCC5)c3C)C2=O)cc1	8%	-84*	7%	12%	?	4	15	?	?
O=c1[nH]c(=S)[nH]c(O)c1/C=N/N1CCOCC1	1%	0	-4%	19%	2%	1	16	-2%	3%
CCN1C(=O)NC(=O)/C(=C\c2cn(CC(=O)N3CCCCC3C)c3ccccc23)C1=O (centres undefined)	14%	51	-6%	-6%	-5%	-4	9	2%	2%
